Assay outcomes deposited in PubChem BioAssay by National Center for Advancing Translational Sciences (NCATS).
pAkt inh = Akt phosphorylation inhibition | activity change, % for hits at 50 µM | 0.32% of 360,000 active | Neuro2A IGF-stimulated pAkt S473 HTRF, 20 min; hits give low values; in the data active = activity change below about -80%; inconclusive = mostly about -51% to -80%; note: % is set by controls: 0 for no effect and ±100 for the full control effect
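Neuro2A cells (4,500/well, DMEM with 0.5% FBS) were treated with compound at a single 50 µM final concentration, stimulated with 6 nM IGF for 20 min at 37 °C, and lysed. Phospho-Akt Ser473 was read by HTRF as 665/615 ratio ×10^4.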
GLP-1R agonist = agonists of human GLP-1 receptor | P43220 | HEK293 GLP-1R CRE-luciferase, luminescence, 4-6 h; cells express a hypersensitive GLP-1R form | Potency, µM (highest dose often 45.6 µM), for the others: at the top dose activation, most hits filed as activators | 0.007% of 380,000 active | AID 624172; note: potency is the fitted concentration of half-maximal effect; % of control where 0% means no effect
Target sequence (P43220 whole entry, looked up): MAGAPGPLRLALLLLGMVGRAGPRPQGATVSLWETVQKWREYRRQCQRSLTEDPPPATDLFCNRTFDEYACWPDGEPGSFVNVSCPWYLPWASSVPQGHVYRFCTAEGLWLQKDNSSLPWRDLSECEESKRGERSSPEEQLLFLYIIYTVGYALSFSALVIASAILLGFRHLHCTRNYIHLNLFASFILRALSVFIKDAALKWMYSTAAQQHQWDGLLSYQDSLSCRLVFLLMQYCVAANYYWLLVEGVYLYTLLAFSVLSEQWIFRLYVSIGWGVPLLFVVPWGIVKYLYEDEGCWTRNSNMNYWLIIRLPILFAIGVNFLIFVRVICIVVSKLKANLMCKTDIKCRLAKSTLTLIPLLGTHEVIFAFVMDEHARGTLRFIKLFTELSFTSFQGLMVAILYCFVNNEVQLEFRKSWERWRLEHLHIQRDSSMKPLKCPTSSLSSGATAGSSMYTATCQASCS
PTHR1 agonist = activates the human parathyroid hormone receptor PTHR1; AID 743266; HEK293 GP2 PTHR1 cells, GloSensor cAMP luminescence, 1 h; 0.075% of 410,000 active; Potency, µM (series often up to 115 µM), inactives show top-dose activation, usual class: activators; note: potency is the fitted concentration of half-maximal effect; nearly all actives have a fitted effect of over 55% in size; some results filed as inactive show a strong effect at the top dose; inactives centre near -15; many of its hits are not listed in these tables
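HEK-293-derived GP2 cells expressing PTHR1 and a GloSensor cAMP reporter, 3,000/well, plated overnight, given luciferin plus IBMX (each 0.5 mM as added) for 1 h at 37 °C, then compound for 1 h at 37 °C. Luminescence was read after 15 min at room temperature.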
FUS yeast rescue = rescues growth of FUS-expressing yeast; S. cerevisiae FUS-expressing, growth rescue, OD600, 24 h; Potency, µM (doses to about 76.6 µM), without a hit: at the highest dose growth rescue (activation), actives largely listed as activators; AID 1347120; 0.24% of 390,000 active;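 note: potency is the fitted concentration of half-maximal effect; plate controls were DMSO vehicle for no effect and reference control for full effect; nearly all actives have a fitted effect of over 55% in size; some results filed as inactive show a strong effect at the top dose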
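Toxicity suppression screen in FUS-yeast. Cells induced with 2% galactose, starting OD 0.005, treated 24hr at 30C with compounds at multiple final concentrations; growth by OD600.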
TDP43 rescue = TDP-43 toxicity inhibition in yeast; TDP-43 expressing yeast growth rescue, BacTiter-Glo, 24 h; Potency, µM (series often up to 46.1 µM), for the others: at the top dose growth rescue (activation), actives largely listed as activators; 1.8% of 410,000 active; AID 652104; note: potency is the fitted concentration of half-maximal effect; % of control where 0% means no effect; nearly all actives have a fitted effect of over 50% in size
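Galactose-induced TDP-43 yeast, OD600=0.02, compound pinned; 24 hr, 30 deg C; BacTiter-Glo luminescence for growth. Inhibitors of TDP-43 toxicity read as activators.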
Abeta yeast res = compounds reversing amyloid beta toxicity in yeast; yeast expressing A-beta42, growth rescue, OD600, 48 h; response scale: 0% DMSO, 100% iron-clioquinol control; 0.063% of 410,000 active; AID 1347071; Potency, µM (highest dose often 46.1 µM), without a hit: top-dose growth rescue, most hits filed as activators; note: potency is the fitted concentration of half-maximal effect; nearly all actives have a fitted effect of over 55% in size
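Yeast growth medium received pinned compounds, then yeast cells expressing toxic A-beta were added; plates incubated at 30 C for 48 hr. Growth read as absorbance at 600 nm, normalized to DMSO and equimolar FeCl3 plus clioquinol controls.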
D3 antag = antagonists of human D3 dopamine receptor; P35462; D3R cells, DiscoveRx beta-arrestin luminescence, antagonist mode; hits give low values; max response, negative = inhibition, %; 2.5% of 360,000 active; in the data active = max response below about -50%; inconclusive = no clear call, values can overlap the other calls; note: % is set by controls: 0 for no effect and ±100 for the full control effect; mostly tested at two doses, the higher about 12 µM
Target sequence (P35462 whole entry, looked up): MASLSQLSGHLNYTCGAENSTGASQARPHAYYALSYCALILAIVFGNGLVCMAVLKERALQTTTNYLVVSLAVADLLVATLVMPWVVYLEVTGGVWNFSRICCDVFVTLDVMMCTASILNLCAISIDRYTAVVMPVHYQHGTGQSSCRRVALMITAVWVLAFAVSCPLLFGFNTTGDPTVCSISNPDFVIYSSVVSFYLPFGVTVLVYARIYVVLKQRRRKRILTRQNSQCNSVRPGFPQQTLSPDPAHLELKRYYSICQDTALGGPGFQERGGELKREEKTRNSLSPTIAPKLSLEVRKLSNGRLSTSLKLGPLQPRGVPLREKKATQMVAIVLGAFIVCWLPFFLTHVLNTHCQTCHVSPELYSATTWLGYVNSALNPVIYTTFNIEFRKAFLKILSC
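Cells expressing the human receptor were seeded at 1500 cells/well, incubated overnight at 37 degrees C in 5% CO2, then exposed to library compounds with dopamine controls for 90 minutes at 37 degrees C before luminescent detection.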
aSyn rescue = rescues yeast growth from alpha-synuclein toxicity. 0.14% of 370,000 active. Potency, µM (top dose mostly 46.1 µM), without a hit: top-dose growth rescue (activation), most hits filed as activators. Yeast expressing alpha-synuclein, growth rescue, BacTiter-Glo, 24 h; note: potency is the fitted concentration of half-maximal effect; % of control where 0% means no effect; nearly all actives have a fitted effect of over 65% in size
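Readout is rescue of growth in alpha-synuclein-expressing yeast, so inhibitors of toxicity appear as activators. Growth after 24 hr at 30 deg C in galactose medium is quantified by luminescence.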
GLP1R inv ag = inverse agonists of human GLP-1 receptor | P43220 | AID 624417 | Potency, µM (titrated, usually from 38.3 µM), for inactives: at the highest dose activity change, negative = inhibition, hits mostly inhibitors | HEK293 GLP-1R CRE-luciferase, luminescence, 24 h; GLP-1R form is constitutively active | 1.6% of 410,000 active; note: potency is the fitted concentration of half-maximal effect; % is set by controls: 0 for no effect and ±100 for the full control effect; nearly all actives have a fitted effect of over 55% in size
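Luminescence readout: a drop in cAMP-driven luciferase signal flags inverse agonism at a constitutively active GLP-1R stably expressed in HEK293. Compound exposure lasted 24 hr at 37 deg C, 5% CO2.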
The depositor's hits bear a star; i = inactive; ? = inconclusive; / = not tested or not shown; [ ] = another dose, or the depositor's remark. Unless noted, calls come from the whole dose curve; as a rule, active = well fitted curve in the direction sought with a large enough effect; inconclusive = small, poorly fitted or top-dose-only effect, or another doubt; inactive = no such curve, though single readings can be large; an effect the other way counts as inactive or inconclusive. Only part of the results is shown, so the mix of outcomes need not match the whole.

| structure | pAkt inh | GLP-1R agonist | PTHR1 agonist | FUS yeast rescue | TDP43 rescue | Abeta yeast res | D3 antag | aSyn rescue | GLP1R inv ag |
| --- | --- | --- | --- | --- | --- | --- | --- | --- | --- |
| COc1cc(Cl)c(C)cc1Nc1nc2ccccc2nc1NS(=O)(=O)c1ccccc1 | / | 0% | -94%[inhibitor] | 13% | 3% | -15% | / | / | 0% |
| CCOc1ccc(N2CC(C(=O)Nc3nnc(Cc4ccc(OC)c(OC)c4)s3)CC2=O)cc1 (configuration not stated) | i | 23% | i | 17% | -10% | 10% | 7 | 12% | 17% |
| O=C1NC(=O)/C(=C/c2ccc(-c3cc(C(=O)O)ccc3Cl)o2)S1 | i | 0% | -16% | -3% | 6% | -6% | -10 | -1% | -1% |
| CCC(=O)c1ccc(Oc2ccc(C(=O)c3ccc(C)cc3)cc2[N+](=O)[O-])cc1 | i | -3% | -28% | -23% | 3% | 22% | -22 | 1% | 13% |
| CCOC(=O)C1CCN(Cc2cnc(Oc3ccc(C(C)(C)C)cc3)s2)CC1 | i | 4% | -61%[inhibitor][57.5 µM] | 25% | 6% | 6% | -93* | 5% | -29% |
| CCc1noc(C)c1C(=O)Nc1nc(-c2ccc(Cl)cc2Cl)c(C)s1 | i | 3% | -48%[inhibitor] | 8% | -5% | 0% | 18 | 3% | ? |
| COc1ccc(OCc2ccc(-c3nc(C#N)c(N4CCN(C)CC4)o3)o2)cc1 | / | / | -26% | -4% | 3% | -1% | / | / | 2% |
| COc1ccc(-c2[nH]c3ccccc3c2SCCN)cc1 | i | -1% | -81%[inhibitor] | -14% | -2% | 17% | -21 | 4% | 2µM* |
| C[C@H](CO)N1C[C@H](C)[C@@H](CN(C)C(=O)Nc2ccccc2)Oc2c(NS(=O)(=O)c3cccs3)cccc2C1=O | i | 20% | i | 17% | 8% | 8% | 30 | -2% | 2% |
| CC1CCCCC1NC(=O)C1CCCN1S(=O)(=O)c1cccc2nsnc12 (configuration not stated) | i | -2% | -9% | -2% | 17% | 2% | 2 | 6% | 10% |
| COc1ccc(C)cc1S(=O)(=O)N(CC(=O)Nc1cccc([N+](=O)[O-])c1)c1ccc(C)cc1 | i | 9% | i | 7% | -22% | -8% | -23 | 0% | ? |
| COC(=O)C=C1CCC2C3CC(F)C4(O)CC(=O)CCC4(C)C3C(=O)CC12C (configuration not stated) | i | 15% | i | 8% | -4% | 8% | 3 | 2% | 7% |
| O=C(c1cccn2c(=O)c3ccccc3nc12)N1CCN(c2ccccn2)CC1 | i | -9% | 0%[57.5 µM] | -2% | -17% | 7% | 19 | -4% | 0% |
| COc1ccc(NS(=O)(=O)c2cccc(C(=O)N3CCCC3)c2)cc1 | i | 3% | -13% | -5% | 3% | 4% | -13 | -1% | ? |
| CC(C)=C1SC(N2CCN(c3cccc(C(F)(F)F)c3)CC2)=NC1=O | i | 14% | -28% | 8% | -9% | -13% | 24 | 6% | 0% |
| Cc1cccc(NC(=S)N(CCCN2CCOCC2)Cc2ccco2)c1 | i | 5% | i | 5% | 15% | -6% | 16 | -6% | -11% |
| CCOC(=O)c1sc2ncn(CC(=O)Nc3cc(Cl)ccc3C)c(=O)c2c1C | / | -1% | -14% | -12% | 16% | -4% | / | / | 5% |
| CCN(CC)C(=O)C1=C(C)N(Cc2ccc(OC)cc2)C(=O)C(CC(=O)NCCN2CCOCC2)C1 (configuration not stated) | i | 3% | -18% | 3% | 12% | -8% | ? | -2% | 3% |
| CC(=O)N(CCc1cccc(C)c1)Cc1cc2ccc(C)cc2[nH]c1=O | i | -2% | -11% | -27% | -18% | -10% | -7 | -5% | 9% |
| CCCCCC(=O)N1C[C@@H](n2cc(C3CC3)nn2)[C@H](O)C[C@@H]1c1ccc(C)cc1 | i | 5% | -17% | 14% | 0% | -1% | 6 | ? | ? |
| Cc1ccc(OCC(=O)N2CCc3ccccc3C2)c(C)c1 | i | 3% | -27% | 24% | ? | -5% | -25 | 8% | ? |
| Cc1ccc(C)c(Nc2nc3c(S(=O)(=O)c4ccc(Br)cc4)nnn3c3ccsc23)c1 | / | / | i | 21% | 7% | -2% | / | / | 1% |
| CCOc1ccc(C(N)=O)cc1OC | i | -2% | i | -33% | -3% | 8%[9.22 µM] | -19 | -13% | 20% |
| Cc1ccc(NC(=O)C2(c3ccccc3)CC2(Cl)Cl)cc1C (configuration not stated) | i | 1% | -23% | 8% | ? | 14% | ? | -18% | ? |
| COc1ccc(OC)c(NC(=O)CCN2CCN(C)CC2)c1 | i | -2% | i | -10% | 7% | -8% | -3 | -2% | 20% |
| N#C/C(=C\c1ccccc1)C(=O)NCc1ccc(F)cc1 | i | -1% | -2% | 11% | -23% | 3% | 4 | 6% | -29% |
| NCC12CC3CC(C1)CC(c1ccc(Br)cc1)(C3)C2 | i | -4% | -11% | -19% | -22% | -21% | 15 | -15% | ? |
| COc1cc(/C=C(\C#N)C(=O)NCC2CCCO2)c([N+](=O)[O-])cc1OC (configuration not stated) | i | 3% | -46%[inhibitor] | 6% | 6% | -11% | 10 | 7% | 13% |
| Cc1noc(C)c1COc1ccccc1C(=O)NCCOc1ccccc1 | i | 12% | -19% | 7% | -10% | -4% | -23 | -6% | 7% |
| O=C(O)c1cn(-c2ccc(F)c(F)c2)c2c(F)c(F)c(F)c(F)c2c1=O | i | -9% | i | 2% | 22% | -34%[inhibitor] | 6 | 19% | -4% |

Limited to pAkt inh, for some of the entries so far:
structure | pAkt inh
CC(=O)N(CCc1cccc(C)c1)Cc1cc2ccc(C)cc2[nH]c1=O | i
COc1ccc(C)cc1S(=O)(=O)N(CC(=O)Nc1cccc([N+](=O)[O-])c1)c1ccc(C)cc1 | i
NCC12CC3CC(C1)CC(c1ccc(Br)cc1)(C3)C2 | i
CCc1noc(C)c1C(=O)Nc1nc(-c2ccc(Cl)cc2Cl)c(C)s1 | i

Single values from the list.
GLP-1R agonist, COc1ccc(NS(=O)(=O)c2cccc(C(=O)N3CCCC3)c2)cc1 reads 3%
Abeta yeast res, NCC12CC3CC(C1)CC(c1ccc(Br)cc1)(C3)C2 reads -21%

Further structures follow.
| structure | pAkt inh | GLP-1R agonist | PTHR1 agonist | FUS yeast rescue | TDP43 rescue | Abeta yeast res | D3 antag | aSyn rescue | GLP1R inv ag |
| --- | --- | --- | --- | --- | --- | --- | --- | --- | --- |
| COc1cc2c(cc1NS(=O)(=O)N1CCCCC1)oc1ccccc12 | i | 18% | i | 39% | 12% | 14% | -28 | ? | -14% |
| N#Cc1c(C(F)(F)F)cc(-c2ccccc2)nc1SCCN1CCOCC1 | i | -5% | -56%[inhibitor][57.5 µM] | -19% | 7% | 13% | 13 | 10% | 3% |
| O=C(Nc1cnccn1)Nc1ccc(Cl)cc1Cl | i | 5% | -12% | -33% | 16% | 8% | 6 | 8% | 25% |
| CC(=O)OCC1OC(n2ccc3ccccc32)C(OC(C)=O)C(OC(C)=O)C1OC(C)=O (configuration not stated) | i | 10% | i | -4% | 4% | 3% | 1 | -12% | 19% |
| Cc1ccc(S(=O)(=O)NC(=O)N(CCC#N)Cc2ccccc2)cc1 | i | 6% | i | 1% | -9% | 6% | 9 | 3% | 14% |
| Cc1ccc(-c2cc(C(=O)NCc3cccnc3)no2)cc1 | i | -11% | i | 7% | -1% | 14% | 11 | 4% | -6% |
| Cc1cc(C)c2c(n1)nn1c(NCCCN3CCOCC3)cc(C)nc21 | i | -4% | i | 14% | -14% | -6% | 11 | ? | 2% |
| Cc1nn(CC(C)C)c(=S)[nH]c1=O | i | -7% | i | 12% | -1% | -1% | 16 | -9% | 0% |
| COc1cc(C(=O)N2CCC(n3c(C)nc4cc(F)ccc43)CC2)cc(OC)c1OC | i | 7% | -10% | -18% | 22% | -10% | -2 | 1% | 14% |
| CC(C)[C@H](N)c1nnc(SCC(=O)c2ccc(Cl)cc2)o1 | i | 2% | i | -5% | -21% | 0% | -21 | -3% | 4% |
| Cc1cccc(/C=C2\Sc3ccc(C(=O)N4CCOCC4)cc3N(C)C2=O)c1 | i | 8% | -11% | ? | ? | / | -7 | 15% | ? |
| CCCN(CCC)CCCNS(=O)(=O)c1ccc2c(c1)oc(=O)n2C | i | -13% | -3%[57.5 µM] | 19% | 8% | 16% | ? | -15% | 2% |
| CC(C)NS(=O)(=O)c1ccc(OCC(=O)Nc2ccccc2F)cc1 | i | -1% | ? | -9% | 0% | 6% | -16 | 6% | 4% |
| Fc1ccc(NC(=S)NCc2cccs2)cc1 | i | 0% | -9% | / | 1% | 0% | 0 | -3% | -13% |
| COc1cc(C(=S)N2CCN(C)CC2)ccc1OCC(=O)NCc1ccccc1 | i | 7% | i | 13% | 8%[9.22 µM] | -8% | 11 | -1% | -3%[7.66 µM] |
| CCN1CCN(C(=O)c2ccc(C(F)(F)F)cc2)CC1 | i | -1% | i | -9% | 21% | 10% | -7 | 2% | -9% |
| O=C(NNC(=O)c1cc(-c2ccccc2)nc2ccccc12)Nc1cccc(Cl)c1 | i | -32% | -16% | 7% | 18% | 23% | 31 | -6% | 13µM* |
| CC(=O)Nc1nonc1-n1nnc(C(=O)NCc2ccccc2)c1C | i | 5% | -11%[57.5 µM] | 18% | 5% | 16% | 5 | 0% | 46%[activator] |
| Cc1ccc(Cl)cc1N1CCN(CCNC(=O)Nc2ccccc2Cl)CC1 | / | 1% | -94%[inhibitor] | -17% | -11% | -14% | / | / | -21% |
